TLR9-MyD88 block: inhibitors of human TLR9-MyD88 binding; 340,000 tested, 0.21% active; inhibition, % at 4.98 µM; CHO BLA complementation TLR9-MyD88, CCF4 FRET ratio;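 active = inhibition above the mean over all tested compounds plus 3 SD, cut at about 21% in these data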;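 also: 0% = DMSO only wells and 100% = clavulanate BLA inhibitor control wells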
LMP1 NFkB inh: inhibitors of Epstein-Barr LMP1-induced NF-kappaB reporter; LMP1-induced NF-kappaB luciferase reporter cells, luminescence; inhibition, % at 12.5 µM; 350,000 tested, 0.69% active; AID 504558; in the data active = inhibition above about 41%;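 also: 0% = neutral control wells and 100% = reference inhibitor control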
TRAIL sens C8: sensitizes caspase-8 expressing cells to TRAIL. NB7+C8 cells + TRAIL, ATPlite viability luminescence. inhibition (viability loss, TRAIL sensitization), % at 10 µM. 360,000 tested, 1% active. AID 624354;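 active = compounds causing at least 50% loss of cell viability in the single-dose screen, relative to plate controls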
TROY signal inh: TROY signaling inhibition; Q293 LMP1-TROYcd NF-kB luciferase reporter, 4 h; inhibition, % at 10 µM; 360,000 tested, 0.98% active; AID 1347056;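 active = compounds whose plate-normalised and pattern-corrected inhibition of the luciferase reporter signal at the single screening dose is 50% or more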
NCOA1 inh: inhibits human SRC1 coactivator | 360,000 tested, 0.12% active | HEK293 GAL4-SRC1 luciferase reporter, luminescence | Q15788 | AID 588354 | inhibition, % at 3.6 µM;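 active = inhibition above the campaign mean plus 3 SD, with each screening campaign given its own cutoff, cut at about 60% in these data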;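 also: 0% = DMSO treated cells and 100% = gossypol at 36 µM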
NCOA2 inhibitor: human SRC2 (NCOA2) inhibition; Q15596; HEK293 GAL4-SRC2 luciferase reporter, luminescence; 370,000 tested, 0.17% active; AID 651957; inhibition, % at 9 µM;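 active = inhibition above the mean inhibition of all tested compounds plus 3 SD, set per campaign, cut at about 52% in these data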;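 also: 0% = DMSO treated cells and 100% = cells given Gossypol at 36 µM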
NR5A2 inv ag: inverse agonists of human LRH-1 (NR5A2). O00482. HEK293T StAR-luciferase reporter, LRH-1 transfected, 24 h. inhibition, % at 3.6 µM. 360,000 tested, 0.13% active;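 active = inhibition above the mean inhibition of all tested compounds plus 3 SD, cut at about 73% in these data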;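 also: 0% = DMSO wells and 100% = reporter-only cells lacking LRH-1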
Target sequence (O00482 whole entry, looked up): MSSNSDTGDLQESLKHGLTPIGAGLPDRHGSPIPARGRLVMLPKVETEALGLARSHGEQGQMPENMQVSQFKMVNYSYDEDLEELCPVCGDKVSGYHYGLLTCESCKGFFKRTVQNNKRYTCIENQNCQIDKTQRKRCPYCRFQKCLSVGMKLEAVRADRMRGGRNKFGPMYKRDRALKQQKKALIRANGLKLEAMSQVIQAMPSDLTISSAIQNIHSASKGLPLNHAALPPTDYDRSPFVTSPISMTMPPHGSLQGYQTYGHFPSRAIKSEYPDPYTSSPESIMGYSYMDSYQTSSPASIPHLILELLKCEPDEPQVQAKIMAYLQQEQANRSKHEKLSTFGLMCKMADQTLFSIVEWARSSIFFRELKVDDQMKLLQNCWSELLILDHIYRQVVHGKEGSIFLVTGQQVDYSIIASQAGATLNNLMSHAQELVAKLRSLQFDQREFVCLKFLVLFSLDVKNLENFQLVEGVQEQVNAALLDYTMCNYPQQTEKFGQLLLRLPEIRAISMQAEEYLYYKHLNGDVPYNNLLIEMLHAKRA
NCOA3 inh: human NCOA3 inhibition; HEK293 GAL4-SRC3 luciferase reporter, luminescence; Q9Y6Q9; inhibition, % at 3.6 µM; 360,000 tested, 0.17% active;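 active = inhibition above a per-campaign cutoff, the mean of all compounds plus 3 SD, cut at about 60% in these data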;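 also: 0% = DMSO-treated cells and 100% = gossypol-treated cells at 36 µM; higher means less SRC3-driven luciferase light from the GAL4 reporter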
NOD2 RIPK2 PPI: NOD2-RIPK2 protein interaction inhibition. 360,000 tested, 0.38% active. O43353. CHO BLA complementation NOD2-RIPK2, CCF4 ratio. AID 624267. inhibition, % at 4.98 µM; in the data active = inhibition above about 21%;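 also: 0% = vehicle only and 100% = reference blocker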
NR2F2 inh: blocks human COUP-TFII nuclear receptor. P24468. HEK293T NGFI-A luciferase reporter, luminescence. inhibition, % at 8.6 µM. 370,000 tested, 0.7% active. AID 686940;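 active = inhibition above a per-plate cutoff, mean inhibition of test wells between control levels plus 3 SD, cut at about 38% in these data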;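 also: cells cotransfected with COUP-TFII expression vector driving the NGFI-A reporter; 0% = median of COUP-TF2 test wells and 100% = reporter-only cells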
Target sequence (P24468 whole entry, looked up): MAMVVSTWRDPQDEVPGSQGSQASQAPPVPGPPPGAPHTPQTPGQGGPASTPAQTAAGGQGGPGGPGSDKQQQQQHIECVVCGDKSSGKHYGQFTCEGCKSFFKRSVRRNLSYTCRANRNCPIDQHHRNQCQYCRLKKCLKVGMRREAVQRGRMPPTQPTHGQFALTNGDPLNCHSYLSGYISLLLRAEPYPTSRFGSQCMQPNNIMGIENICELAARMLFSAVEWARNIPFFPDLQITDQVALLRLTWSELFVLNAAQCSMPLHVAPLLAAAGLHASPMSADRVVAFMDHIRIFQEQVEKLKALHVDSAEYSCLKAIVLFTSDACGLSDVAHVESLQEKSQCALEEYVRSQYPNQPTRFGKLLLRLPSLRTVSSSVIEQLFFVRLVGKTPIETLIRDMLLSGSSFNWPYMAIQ
TWEAK-Fn14 inh: TWEAK-Fn14 signaling inhibition; TWEAK-stimulated Fn14 reporter cells, luciferase luminescence, 8 h; inhibition, % at 10 µM; 360,000 tested, 2% active; in the data active = inhibition above about 50%
Active calls of the source: *; . = not tested or not shown.

entry | SMILES | TLR9-MyD88 block | LMP1 NFkB inh | TRAIL sens C8 | TROY signal inh | NCOA1 inh | NCOA2 inhibitor | NR5A2 inv ag | NCOA3 inh | NOD2 RIPK2 PPI | NR2F2 inh | TWEAK-Fn14 inh
1 | O=C(Nc1ccccc1)Nc1cc(S(=O)(=O)N2CCOCC2)ccc1N1CCCC1 | 8 | -10 | 2 | -4 | 1 | 11 | 1 | 6 | -20 | 10 | -5
2 | C=CCn1c(COc2ccccc2F)nnc1SCC(=O)c1c[nH]c2ccccc12 | 5 | 0 | 17 | 9 | 4 | 16 | 7 | 3 | 8 | 6 | 17
3 | CCN(CC)S(=O)(=O)c1ccc(NC2c3ccccc3C(=O)N2c2ccc(C)cn2)cc1 (stereo not drawn) | -1 | -12 | 10 | -43 | -11 | 26 | -37 | 4 | 9 | 6 | -4
4 | O=S(=O)(c1ccc2c(c1)OCCO2)N1CCN(c2nc3ccccc3s2)CC1 | 4 | -8 | 6 | -19 | -10 | 4 | 3 | -2 | 0 | 3 | 9
5 | O=C(NNC(=O)c1cccs1)c1ccncc1 | -3 | 4 | 3 | -76 | -8 | 24 | -16 | -33 | -10 | -4 | -11
6 | CCc1ccc(NC(=O)CCCNC(=O)Cn2cnc3sc(C)c(C)c3c2=O)cc1 | 2 | -4 | -7 | 4 | -8 | -20 | -5 | -14 | -11 | 17 | 33
7 | Cc1ccc(S(=O)(=O)Cn2nnnc2C(CC(C)C)N2CCN(c3ccc(F)cc3)CC2)cc1 (stereo not drawn) | -1 | 9 | -2 | 8 | 5 | -13 | 2 | 6 | 0 | 6 | 11
8 | CN1CCN(C(=O)c2cc(COc3ccc(F)cc3Cl)on2)CC1c1ccccc1 (stereo not drawn) | 4 | -8 | 1 | -7 | -19 | 12 | 0 | 10 | 2 | 7 | -17
9 | O=C(NCC1CCN(Cc2ccccc2F)CC1)Nc1cccc(Br)c1 | -8 | 9 | 4 | 13 | 6 | 14 | 0 | 3 | -3 | 18 | -3
10 | CCOC(=O)c1ccc(NC(=O)CN2C(=O)NC3(CCCCCCC3)C2=O)cc1 | 1 | 4 | 1 | -2 | -6 | -30 | -1 | -4 | 11 | -2 | -25
11 | NNC(=O)c1ccc(COc2cccc3ccccc23)o1 | 2 | 5 | 25 | 20 | -10 | 2 | 5 | -5 | -1 | -5 | -14
12 | CCC[C@@H]1C[C@@H](C(=O)N[C@H]([C@@H](C)O)[C@H]2O[C@H](SC)[C@H](O)[C@@H](O)C2O)N(C)C1 (stereo partly drawn) | 6 | 1 | -1 | 2 | -3 | -5 | -4 | -14 | 6 | 13 | 17
13 | COc1cc(-c2nnc(COC(=O)c3ccc(C)o3)o2)cc(OC)c1OC | -2 | 0 | -4 | -2 | -12 | 1 | -11 | -1 | 1 | 4 | -30
14 | O=C(CCCn1c(=S)[nH]c2ccc(Br)cc2c1=O)NCC1CCCO1 (stereo not drawn) | -8 | -4 | 9 | 3 | 3 | -23 | -15 | 8 | -3 | 1 | -6
15 | O=C(COC(=O)/C=C/c1cccc(Cl)c1)NC(=O)NCc1ccccc1 | -2 | 5 | 1 | 2 | 4 | -16 | -2 | 23 | 2 | -6 | 3
16 | COc1ccc(Br)cc1Cn1nnc(C(=O)Nc2ccc3c(c2)OCCO3)c1N | -7 | -10 | 7 | 6 | -9 | -13 | 15 | 18 | -2 | -38 | 17
17 | Cc1ccccc1Nc1nnc(C)c(=O)n1N | 3 | -2 | -9 | 5 | 5 | -9 | -1 | 9 | 4 | 5 | -3
18 | O=C(N/N=C/C(Cl)=C/c1ccccc1)c1ccco1 | 0 | -29 | 31 | -10 | -100 | -31 | -126 | -74 | -5 | -75 | -14
19 | COc1ccc(S(=O)(=O)NCc2ccccn2)cc1NC(=O)c1ccccc1F | -4 | 7 | 15 | 3 | -9 | 28 | 31 | 6 | 7 | 0 | 14
20 | Cc1cccc(C2=NN(c3ccccc3)[C@H](CO)[C@H]2c2ccccc2)c1 | -15 | -2 | -3 | -13 | -79 | . | -4 | -16 | 6 | . | 11
21 | O=C(NC1CCCC1)C(c1ccc(F)cc1)N1CCC(O)(c2ccc(Cl)cc2)CC1 (stereo not drawn) | . | . | 10 | . | . | -18 | -15 | . | -7 | -10 | .
22 | CN(C)S(=O)(=O)c1ccc(NC(=O)C2CC(=O)N(Cc3ccccc3Cl)C2)cc1 (stereo not drawn) | 2 | -6 | -7 | 6 | 3 | 8 | 2 | 1 | -8 | -9 | 1
23 | O=C(/C=C/c1ccccn1)c1ccc(Br)cc1O | -14 | -10 | -5 | -15 | -19 | 3 | -16 | 8 | -6 | -7 | -13
24 | FC(F)(F)c1cccc(CN2CCCCCC2)c1 | 6 | 6 | -20 | 15 | -12 | -30 | 16 | 13 | -1 | -1 | 20
25 | COc1ccccc1C(=O)NCC(=O)N/N=C/c1cccc(Cl)c1 | 5 | 2 | -2 | -6 | -1 | -7 | -7 | 9 | -4 | 2 | 7
26 | CCOC(=O)c1ccc(N2C(=O)CC(C3CCCO3)C2=O)cc1 (stereo not drawn) | 11 | 16 | 2 | 4 | -31 | -18 | -8 | -1 | 6 | -19 | -5
27 | Cn1c(=O)c(C(=O)c2ccc(S(C)(=O)=O)c(Cl)c2Cl)c(O)c2ccccc21 | 0 | -10 | -5 | -14 | 0 | -14 | 9 | 2 | 1 | 14 | -29
28 | Cc1ccc(-c2nc(CS(=O)(=O)CC(=O)N3CCc4ccccc4C3)c(C)o2)cc1 | -8 | -1 | 3 | 23 | -3 | -19 | -9 | 15 | -5 | 10 | 14
29 | CS(=O)(=O)N(CC(=O)Nc1cccc(F)c1)Cc1ccccc1 | -5 | 1 | -6 | -1 | -4 | -1 | 8 | -3 | 4 | 7 | -1
30 | CC1=C(C(=O)Nc2cccc(C(=O)N3CCN(c4cccc(C(F)(F)F)c4)CC3)c2)SCCO1 | -2 | 1 | 12 | 40 | -1 | -14 | -25 | -9 | 5 | 21 | 18
31 | Cc1ccc(C(=O)NCCc2csc(C)n2)cc1 | 1 | 0 | 39 | -45 | -82 | -50 | -88 | -72 | 13 | -68 | 4
32 | C/C(N)=C(/C#N)C(=O)CSc1n[nH]c(-c2cccs2)n1 | 3 | -3 | -7 | -12 | -21 | -14 | -19 | -22 | 2 | -15 | -16
33 | CCOc1ccc(OCCCCNC(C)(C)C)cc1 | 0 | -1 | 2 | 1 | -2 | 7 | 8 | 7 | 6 | 7 | -16
34 | COc1ccccc1N1CCN(C(c2cc3ccc(C)cc3[nH]c2=O)c2nnnn2C2CCCC2)CC1 (stereo not drawn) | -15 | 5 | -26 | -33 | 3 | 8 | 4 | -1 | -3 | 8 | -8
35 | COC(=O)c1ccc2nc(NC(=O)CSCC(=O)OCC(=O)c3ccccc3)sc2c1 | 0 | -20 | 16 | 49 | -35 | -49 | -45 | -15 | -1 | -13 | 42
36 | Cn1cc(S(=O)(=O)Nc2ccc(F)c(Cl)c2)c(=O)n(C)c1=O | 2 | -5 | 11 | -1 | 8 | -3 | 7 | -3 | -4 | 20 | 12
37 | c1ccc(-c2nnc3oc(-c4cccs4)nn23)cc1 | -14 | 0 | 4 | -12 | 6 | 29 | -8 | 18 | -8 | -15 | 44
38 | O=C(CCc1nc2ccccc2c(=O)[nH]1)N1CCN(S(=O)(=O)c2cccc([N+](=O)[O-])c2)CC1 | 7 | -7 | -3 | 0 | 4 | 12 | -11 | -2 | -10 | -28 | 0
39 | CN=C(N)NCCC[C@H](N)C(=O)O | -6 | -3 | -9 | -4 | -26 | -12 | 4 | -14 | -10 | 5 | -1
40 | Cc1nn(C)c2ncc(C(=O)c3cc(F)ccc3O)cc12 | 1 | 2 | 6 | -23 | 12 | -36 | -20 | 18 | -12 | -18 | 0
41 | C=CCNC(=O)[C@H]1N2C(=O)c3ccccc3C2SC1(C)C (stereo partly drawn) | 5 | -4 | 12 | 8 | 0 | 2 | 9 | 1 | -4 | -18 | 8
42 | COc1ccccc1C(=O)Nc1ccc(-c2nnn(CC(=O)NCc3ccco3)n2)cc1 | 5 | -21 | -2 | -17 | -17 | -13 | -5 | -21 | -8 | -1 | 22
43 | N#Cc1cn(-c2ccccc2)nc1-c1ccco1 | -4 | -16 | 10 | -21 | -38 | -30 | -10 | -24 | -2 | -5 | -2
44 | CCN1CCN(Cc2nc(N)nc(Nc3ccc(C)c(C)c3)n2)CC1 | -1 | -3 | -5 | 8 | 4 | -8 | 14 | 15 | 3 | 12 | 9
45 | CC1CC(C)CN(C(=O)c2ccc(C(=O)c3ccccc3)cc2)C1 (stereo not drawn) | 1 | 11 | -4 | 9 | 0 | 7 | -26 | 2 | -3 | -12 | -5

The last 2 compounds of the part before are carried over, then new ones follow.
entry | SMILES | TLR9-MyD88 block | LMP1 NFkB inh | TRAIL sens C8 | TROY signal inh | NCOA1 inh | NCOA2 inhibitor | NR5A2 inv ag | NCOA3 inh | NOD2 RIPK2 PPI | NR2F2 inh | TWEAK-Fn14 inh
44 | CCN1CCN(Cc2nc(N)nc(Nc3ccc(C)c(C)c3)n2)CC1 | -1 | -3 | -5 | 8 | 4 | -8 | 14 | 15 | 3 | 12 | 9
45 | CC1CC(C)CN(C(=O)c2ccc(C(=O)c3ccccc3)cc2)C1 (stereo not drawn) | 1 | 11 | -4 | 9 | 0 | 7 | -26 | 2 | -3 | -12 | -5
46 | Nc1nc(NCCO)nc(N2CCCCCC2)c1[N+](=O)[O-] | -3 | -2 | 5 | -2 | -14 | -2 | -17 | -21 | -5 | -5 | 24
47 | COc1cc2c(C(=O)NCc3ccccn3)cn(C)c(=O)c2cc1OC | 9 | 2 | -12 | 9 | 5 | -12 | 32 | 0 | 2 | -2 | 9
48 | O=C(CN1C(=O)CSC1=O)NC1CCCCC1 | 0 | 2 | 6 | -21 | -18 | -4 | 9 | -6 | 3 | 12 | 4
49 | CCc1cc(=O)oc2c3c(cc(OCC(=O)NCCCOC)c12)OC(C)(C)CC3 | -4 | -6 | -9 | 8 | -13 | -1 | 7 | 7 | -5 | 13 | -1
50 | CCN(C(=O)COC(=O)CCOc1ccccc1)c1c(N)n(Cc2ccccc2)c(=O)[nH]c1=O | 0 | 3 | -3 | -6 | 4 | -9 | -10 | 9 | -2 | -3 | -3
51 | COC(=O)c1ccc(NC(=S)N(Cc2cccnc2)Cc2ccco2)cc1 | -5 | 2 | -3 | -7 | -12 | 3 | -21 | 0 | -1 | 2 | -1
52 | CCOc1ccc(C(=O)Nc2ncn[nH]2)cc1 | 3 | -17 | 9 | 5 | -15 | -11 | -5 | -14 | -1 | -17 | -13
53 | O=c1[nH]n(-c2ccc(Cl)cc2)c2ncccc12 | -2 | 5 | 2 | -8 | -1 | -26 | -13 | -8 | 7 | 12 | 8
54 | CC(C(=O)Nc1sc2c(c1C(=O)NCc1ccco1)CCCC2)N1C(=O)c2ccccc2C1=O (stereo not drawn) | 4 | 0 | -6 | -23 | 10 | 7 | 10 | -14 | 3 | 10 | -14
55 | CC1CCCCC12NC(=O)N(CC(=O)NCCc1c[nH]c3ccccc13)C2=O (stereo not drawn) | -4 | -7 | 5 | 7 | 12 | 13 | 40 | 4 | 0 | -10 | -4
56 | CCOC(=O)N1CCN(C(=O)NC2CCCCC2)CC1 | -7 | -1 | -7 | 0 | -17 | -23 | 2 | 12 | -15 | -14 | -1

Bioassay records deposited in PubChem BioAssay by several laboratories.

A portion of the library (hit frequency here may not be typical).
